FLuc modulator: counter-screen for miR-21 project: firefly luciferase inhibitors or activators | P08659 | 360,000 tested, 6.9% active | purified FLuc, Km substrates, luminescence inhibition | AID 588342 | Potency, µM (top dose mostly 57.5 µM), without a hit: top-dose activity change, negative = inhibition, hits mostly inhibitors;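 also: potency is read from the fitted curve at half-maximal effect; plate controls were vehicle for no effect and reference inhibitor for full effect; nearly all actives have a fitted effect of over 55% in size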
Target sequence (P08659 whole entry, looked up): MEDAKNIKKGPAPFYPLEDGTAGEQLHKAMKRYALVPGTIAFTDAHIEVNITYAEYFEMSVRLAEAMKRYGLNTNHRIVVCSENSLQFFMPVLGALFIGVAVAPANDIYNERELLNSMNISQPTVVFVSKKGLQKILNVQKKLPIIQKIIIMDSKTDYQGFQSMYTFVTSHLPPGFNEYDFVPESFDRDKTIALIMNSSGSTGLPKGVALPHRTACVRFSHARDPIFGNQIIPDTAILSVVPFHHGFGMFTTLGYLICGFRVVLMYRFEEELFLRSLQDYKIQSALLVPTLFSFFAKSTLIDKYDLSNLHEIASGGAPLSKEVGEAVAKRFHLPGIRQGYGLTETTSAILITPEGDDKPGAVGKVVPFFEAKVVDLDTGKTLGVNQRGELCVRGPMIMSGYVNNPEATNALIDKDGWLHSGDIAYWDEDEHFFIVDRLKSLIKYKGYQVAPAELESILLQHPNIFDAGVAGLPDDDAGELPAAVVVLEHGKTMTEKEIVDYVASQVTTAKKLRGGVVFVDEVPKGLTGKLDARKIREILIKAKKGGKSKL
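Purified P. pyralis luciferase (10nM final) with 10uM D-luciferin and 10uM ATP (Km levels) in 50mM Tris acetate pH 7.5, 10mM Mg acetate, 0.01% Tween-20, 0.05% BSA; qHTS 6-point titration, ~60 µM downward; luminescence read.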
Tb PFK block: inhibitors of T. brucei phosphofructokinase; T. brucei PFK, ADP-Glo luminescence; Potency, µM (titrated, usually from 57.5 µM), without a hit: at the highest dose activity, negative = inhibition, usual class: inhibitors; 330,000 tested, 0.17% active; AID 485367;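 also: potency is read from the fitted curve at half-maximal effect; 0% = uninhibited 1x PFK enzyme wells and -100% = no-enzyme wells; nearly all actives have a fitted effect of over 60% in size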
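ADP-Glo luminescence quantified ADP after 45 min at room temperature, with 1.25 nM T. brucei PFK, 0.1 mM ATP and 0.5 mM fructose-6-phosphate in pH 8.0 TEA buffer. qHTS titrations up to 57 µM; curves classified by quality.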
Rab9 promoter act: activators of Rab9 promoter | Huh7 Rab9 promoter-luciferase reporter, luminescence, 24 h | Potency, µM (top dose mostly 9.22 µM), inactives show top-dose activation, negative = inhibition, actives largely listed as activators | 320,000 tested, 2.8% active | AID 485297; also: potency is read from the fitted curve at half-maximal effect; % of control where 0% means no effect; nearly all actives have a fitted effect of over 60% in size
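Huh7 cells stably carrying Rab9 promoter–luciferase reporter, plated 1500 cells/well, compound added after 2 h and incubated 24 h at 37 °C; luciferase luminescence then read after 10 min with detection reagent.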
VP16 counter: counter-screen for ROR gamma inhibitors: Gal4-VP16 reporter. Drosophila S2 Gal4-VP16 UAS-luciferase, luminescence, 20 h. Potency, µM (highest dose often 53.6 µM), without a hit: at the highest dose activity, negative = inhibition, usual class: inhibitors. 310,000 tested, 3.5% active. AID 2546;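 also: Gal4-VP16 expression switched on by copper sulfate through the metallothionein promoter; potency is read from the fitted curve at half-maximal effect; % is scaled to controls: 0 for no effect and ±100 for the full control effect; nearly all actives have a fitted effect of over 50% in size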
BRCA1 expr up: increases BRCA1 expression. MCF7-BRCA1-FFLuc reporter, luminescence, 48 h; response scale: scaled: vehicle 0%, 10 µM genistein 100%. Potency, µM (top dose mostly 46.1 µM), for the others: top-dose activation, most hits filed as activators. 380,000 tested, 1.1% active; also: potency is read from the fitted curve at half-maximal effect; nearly all actives have a fitted effect of over 80% in size; some results filed as inactive show a strong effect at the top dose
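First, MCF7-BRCA1-FFLuc cells (2000/well) attach for 2 h; next, compounds are pin-added and incubated 48 h at 37 °C; finally, luciferase reagent is added and luminescence read after 15 min.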
TRPV1 ag: human TRPV1 agonism | 320,000 tested, 0.19% active | TRPV1-expressing cells, Fluo-8 calcium influx, agonist mode | Q8NER1 | AID 540275 | activation, % at 8.33 µM; in the data active = activation above about 80%; inconclusive = between about 30% and that limit; also: 0% is about no effect
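Cells expressing TRPV1 were dye-loaded with Fluo-8 and read kinetically: 10 s baseline, 3 min after compound (agonist portion), then 2 min after EC20 capsaicin (allosteric enhancer portion). Calcium-bound dye fluorescence at 480/520 nm.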
RORgamma inh: inhibitors of mouse ROR gamma transcriptional activity; AID 2551; 310,000 tested, 5.4% active; Potency, µM (series often up to 53.6 µM), inactives show top-dose activity change, negative = inhibition, actives largely listed as inhibitors; Drosophila S2 Gal4-RORgamma UAS-luciferase reporter, 20 h; also: potency is read from the fitted curve at half-maximal effect; % is scaled to controls: 0 for no effect and ±100 for the full control effect; nearly all actives have a fitted effect of over 60% in size
Target sequence (P51450 whole entry, looked up, the tested form may be a part): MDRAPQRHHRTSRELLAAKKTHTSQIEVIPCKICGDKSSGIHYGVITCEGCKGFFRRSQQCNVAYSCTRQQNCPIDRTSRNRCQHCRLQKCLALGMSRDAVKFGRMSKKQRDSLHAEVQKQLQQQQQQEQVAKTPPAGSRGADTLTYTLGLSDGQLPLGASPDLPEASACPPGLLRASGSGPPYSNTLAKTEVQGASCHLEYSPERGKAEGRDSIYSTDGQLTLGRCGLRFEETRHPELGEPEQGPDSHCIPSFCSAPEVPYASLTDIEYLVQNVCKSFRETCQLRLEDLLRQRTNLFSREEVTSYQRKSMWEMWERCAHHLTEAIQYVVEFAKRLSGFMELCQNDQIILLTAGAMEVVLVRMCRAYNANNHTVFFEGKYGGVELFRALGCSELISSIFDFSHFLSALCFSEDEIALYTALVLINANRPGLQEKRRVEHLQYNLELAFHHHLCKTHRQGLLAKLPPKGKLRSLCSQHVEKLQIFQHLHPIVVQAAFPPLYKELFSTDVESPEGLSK
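Drosophila Schneider cells stably carrying a metallothionein-driven Gal4 DBD–ROR gamma fusion and a UAS-Photinus luciferase reporter were exposed to compound for 1 hr, then induced with copper sulfate (700 uM final) for 20 hr at ambient temperature before luminescence reading.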
NPC1 prom act: NPC1 promoter activation. Huh7 NPC1 promoter luciferase reporter, 24 h. Potency, µM (doses to about 9.22 µM), without a hit: top-dose activation, usual class: activators. 320,000 tested, 2.4% active. AID 485313;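 also: potency is read from the fitted curve at half-maximal effect; % of control where 0% means no effect; nearly all actives have a fitted effect of over 60% in size; reporter is driven by a mutant NPC1 promoter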
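Compounds in DMSO were transferred onto Huh7 NPC1-luciferase reporter cells pre-incubated 2 h; after 24 h at 37 °C, Amplite reagent was dispensed and luminescence recorded 10 min later.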
p53 reactivator: restores transcriptional activity of mutant p53. H1299 p53-A138V BP100-luciferase reporter, luminescence, 24 h. Potency, µM (top dose mostly 92.2 µM), for inactives: at the highest dose activity change, positive = activation, most hits filed as activators. 320,000 tested, 0.063% active. AID 504706; also: potency is read from the fitted curve at half-maximal effect; % of control where 0% means no effect; nearly all actives have a fitted effect of over 45% in size
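H1299 (p53-null), stable ts p53-A138V + BP100-Luc; 1000 cells/well, Opti-MEM/10% FBS; cpd 4 pt, 1:5; 24 h, 37 deg C, 5% CO2; detection reagent 10 min RT; luminescence.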
ELG1 repair inh: inhibitors of ELG1-dependent DNA repair in HEK293T cells | HEK293T ELG1-luciferase reporter, luminescence, 16 h; DNA damage induced by 5-fluorouridine | Potency, µM (series often up to 46.1 µM), inactives show top-dose activity change, negative = inhibition, most hits filed as inhibitors | 330,000 tested, 2.3% active | AID 504467; also: potency is read from the fitted curve at half-maximal effect; % is scaled to controls: 0 for no effect and ±100 for the full control effect; nearly all actives have a fitted effect of over 55% in size
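Cells (2,000 per well) received 5-fluorouridine plus test compound or DMSO and were incubated 16 hr at 37 °C, 5% CO2. Luciferase activity was read by luminescence 30 min after ONE-Glo addition; signal suppression marked inhibition of damage-induced ELG1 function.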
ELG1 genotox: induces genotoxicity in HEK293T cells with luciferase-tagged ELG1. AID 504466. Potency, µM (doses to about 46 µM), for inactives: at the top dose activity change, positive = activation, actives largely listed as activators. 330,000 tested, 1.3% active. HEK293T ELG1-luciferase reporter, luminescence, 16 h; also: potency is read from the fitted curve at half-maximal effect; % of control where 0% means no effect; nearly all actives have a fitted effect of over 60% in size
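Genotoxicity was scored as increased ELG1-luciferase reporter signal, measured by ONE-Glo luminescence (30 min, room temperature). Compound or vehicle exposure of the HEK293T reporter cells lasted 16 hr at 37°C.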
The depositor's hits bear a star; ? = inconclusive; · = not tested or not shown; [ ] = another dose, or the depositor's remark. Unless noted, calls follow the shape of the dose curve; as a rule, active = well fitted curve in the direction sought with a large enough effect; inconclusive = small, poorly fitted or top-dose-only effect, or another doubt; inactive = no such curve, though single readings can be large; an effect the other way counts as inactive or inconclusive. No enrichment for hits; about 15% have a hit in one of these screens.

nr	SMILES	ELG1 repair inh	Rab9 promoter act	NPC1 prom act	ELG1 genotox	p53 reactivator	RORgamma inh	TRPV1 ag	VP16 counter	BRCA1 expr up	FLuc modulator	Tb PFK block
1	COc1ccc(C2=NN(c3ccccc3)C(=O)/C2=C\c2ccc(O)c(OC)c2)cc1	4%	13%	6%	10%	-3%	-24%	?	-18%	-17%	?	0%
2	COc1ccc(NC(=O)CCCC(=O)c2ccccc2)c(OC)c1	?	9%	9%	13%	8%	7%	-3	17%	43%	-8%	-3%
3	Cc1ccc(N2CC(C(=O)Nc3c4c(nn3C(C)(C)C)CS(=O)(=O)C4)CC2=O)cc1 (centres undefined)	-1%	1%	-1%	2%	-8%	-7%	-1	0%	14%	1%	1%
4	CC(c1ccc(C(C)(C)C)cc1)S(=O)CC(O)CO (centres undefined)	1%	1%	-2%	0%	-14%	4%	-7	-11%	-18%	6%	-1%
5	COc1ccc(CN2CCCC(C(=O)N3CCCC3)C2)c(OC)c1 (centres undefined)	-6%	2%	-3%	-3%	-3%	0%	-5	4%	-19%	-1%	-20%
6	CCOC(=O)c1c[nH]c2c(C(=O)c3ccccc3)cc(Cl)cc2c1=O	-30%	0%	1%	-3%	4%	65%	29	1%	-7%	-2%	2%
7	COc1ccccc1-c1nnc(NC(=O)C2=COCCO2)o1	?	11%	2%	0%	?	2.2µM*	2	2.8µM*	-29%	-18%	4%
8	O=C(CNC(=O)c1ccc(Cl)cc1)OCN1C(=O)c2ccccc2C1=O	9%	·	·	5%	7%	·	·	·	-10%	·	0%
9	CC(C)c1cc(CNC(=O)c2cc(COc3cncc(Cl)c3)on2)on1	?	6%	23%	-9%	·	?	19	-2%	75%	-9%	-4%
10	Cc1nc2c(Cl)cccc2c2c1CC(CBr)O2 (centres undefined)	-18%	-4%[1.84 µM]	-5%	-7%	-4%	20%	-1	-3%	-8%	-8%	0%
11	CCCC(=O)Nc1ccc(-c2nc3cc(C)ccc3o2)cc1	?	0.5µM*	0.5µM*	?	?	4µM*	2	2.8µM*	?	0.54µM*	0%
12	O=C(COC(=O)c1cnccn1)Nc1ncc(Cl)cc1Cl	13%	-4%	-1%	2%	3%	·	-3	·	-16%	-2%	-6%
13	COc1cccc(N2CCN(C(=O)c3ccc4nc[nH]c4c3)CC2)c1	3%	-3%	-4%	13%	15%	-13%	1	0%	0%	8%	0%
14	CC1CCCN(C(=O)COC(=O)Cn2cnc3ccccc32)C1 (centres undefined)	21%	·	·	1%	12%	·	·	·	-10%	·	0%
15	CCCN(CC(=O)Nc1ccccc1C)C(=O)c1oc2ccc(OCC)cc2c1C	?	-1%	0%	1%	-4%	·	13	·	-34%	1%	0%

Next section
nr	SMILES	ELG1 repair inh	Rab9 promoter act	NPC1 prom act	ELG1 genotox	p53 reactivator	RORgamma inh	TRPV1 ag	VP16 counter	BRCA1 expr up	FLuc modulator	Tb PFK block
16	Cc1ccc(-c2nn3c(=O)c(C)nnc3s2)cc1	?	15%	20%	?	22%	?	9	-1%[0.365 µM]	?	?	3%
17	CN1/C(=C/c2cccc[n+]2CCO)Sc2ccccc21	-8%	-5%	-3%	-3%	·	-12%	-5	0%	-18%	4%	-4%
18	COc1ccc(OC)c(C(C)NC(=O)Nc2ccccc2)c1 (centres undefined)	-2%	-3%	-4%	-1%	1%	1%	?	-1%	-18%	4%	-2%
19	Cc1ccc(-c2nc3cc(N)ccc3o2)cc1	?	0.45µM*	0.45µM*	0.33µM*	1%	?	2	?	-39%	0.6µM*	2%
20	CCOc1ccc(S(=O)(=O)NNS(=O)(=O)c2ccc(C)cc2C)cc1	1%	2%	-4%	0%	5%	-10%	2	-20%	-5%	2%	-1%
21	COC(=O)c1ccc(/C=N/Nc2nc(C)c(C)s2)cc1	?	0.45µM*	0.35µM*	-7%	16%	-69%	·	?	?	1.1µM*	-8%
22	Clc1cc2nc[nH]c2cc1Cl	20%	-2%	-2%	0%	1%	15%	-1	-6%	4%	-10%	?
23	CCOc1ccc(N(CC(=O)NC2CCCCC2)C(=O)Cn2nnc(-c3ccc(C)o3)n2)cc1	7%	0%	0%	0%	4%	4%	-1	16%	-11%	3%	6%
24	c1coc(CN2CCN(C(c3cccs3)c3nnnn3C3CCCC3)CC2)c1 (centres undefined)	4%	-3%	3%	0%	-7%	6%	7	15%	4%	-1%	-4%
25	O=S(=O)(c1ccc(Oc2ccc(Br)cc2F)nc1)N1CCCCC1	?	6%	-6%	-4%	-17%	-2%	23	-10%	-36%	1%	4%
26	Cc1ccc(C(=O)O/N=C/c2c(N3CCOCC3)n(C)c3ccccc23)cc1	?	-39%[inhibitor]	-17%	-13%	0%	1.1µM*	6	3.5µM*	-86%	6µM*	1%
27	Cc1ccc(-c2nnc(SCC(N)=O)n2C)cc1	-17%	-3%	-2%	2%	5%	11%	1	3%	-13%	-4%	1%
28	CCN(CC(=O)Nc1ccc2c(c1)OCCO2)C(=O)COc1ccc(C)cc1	-5%	0%	0%	1%	4%	-2%	14	14%	-3%	-12%	-1%
29	CC(Nc1ccccc1CO)C(=O)Nc1cccc(Cl)c1Cl (centres undefined)	14%	-31%[inhibitor]	-30%[inhibitor]	-2%	-2%	6%	3	5%	-10%	-8%	1%
30	CCN(CC)C(=O)C1CCCN(c2ccc([N+](=O)[O-])cc2/C=N/NC(=O)c2ccc([N+](=O)[O-])cc2)C1 (centres undefined)	?	-4%	-4%	0%	3%	-26%	·	0%	9%	-1%	0%

The listing continues.
nr	SMILES	ELG1 repair inh	Rab9 promoter act	NPC1 prom act	ELG1 genotox	p53 reactivator	RORgamma inh	TRPV1 ag	VP16 counter	BRCA1 expr up	FLuc modulator	Tb PFK block
31	CC[C@@H]1CCCCc2ccccc2[C@@H](C(=O)C[C@@H](O)CC(C)=O)OC1=O	-1%	·	·	0%	-4%	·	·	·	3%	·	5%
32	CC(=O)Nc1ccc(C(=O)NN2C(=O)NC3(CCCCC3)C2=O)cc1	2%	-2%	0%	0%	0%	·	4	·	-2%	-1%	0%
33	COC(=O)N/N=C/c1cn(CCCOc2ccc(C)cc2)c2ccccc12	?	?	?	0%	4%	?	-3	1µM*	-6%	?	-7%
34	O=C(N/N=C/c1coc2ccccc2c1=O)c1cc(Br)c(O)c(Br)c1	-5%	5%	-6%	-9%	-6%	4%	-1	-6%	35%	?	-18%
35	NC(=O)[C@@H]1CCCNc2c(I)cc([N+](=O)[O-])cc2C(=O)N[C@@H](Cc2ccccc2)C(=O)N[C@@H](Cc2cnc[nH]2)C(=O)N1	7%	0%	0%	2%	-2%	-23%	-2	1%	-8%	-17%	2%
36	CC(=O)Nc1ccc(S(=O)(=O)N2CCCN(S(=O)(=O)c3ccc(C)cc3)CC2)cc1	-3%	-4%	-2%	-5%	-7%	?	2	-11%	-44%	6%	0%
37	COc1ncnc2sc(-c3ccccc3)cc12	?	3.2µM*	?	?	?	23%	1	-1%	?	12µM*	-7%

Record cards (already shown). Order of screens: ELG1 repair inh	Rab9 promoter act	NPC1 prom act	ELG1 genotox	p53 reactivator	RORgamma inh	TRPV1 ag	VP16 counter	BRCA1 expr up	FLuc modulator	Tb PFK block
Record of O=S(=O)(c1ccc(Oc2ccc(Br)cc2F)nc1)N1CCCCC1 = ?	6%	-6%	-4%	-17%	-2%	23	-10%	-36%	1%	4%
Record of CN1/C(=C/c2cccc[n+]2CCO)Sc2ccccc21 = -8%	-5%	-3%	-3%	·	-12%	-5	0%	-18%	4%	-4%
Record of CC(Nc1ccccc1CO)C(=O)Nc1cccc(Cl)c1Cl (centres undefined) = 14%	-31%[inhibitor]	-30%[inhibitor]	-2%	-2%	6%	3	5%	-10%	-8%	1%
Record of CC(c1ccc(C(C)(C)C)cc1)S(=O)CC(O)CO (centres undefined) = 1%	1%	-2%	0%	-14%	4%	-7	-11%	-18%	6%	-1%
Record of COc1ncnc2sc(-c3ccccc3)cc12 = ?	3.2µM*	?	?	?	23%	1	-1%	?	12µM*	-7%

High-throughput results: PubChem, National Center for Advancing Translational Sciences (NCATS)
